Screening data: PubChem BioAssay, several laboratories
Hep lipid drop: modulators of hepatic lipid droplet formation; AML12 mouse hepatocytes, oleate lipid droplets, BODIPY imaging; inhibition, % at 6.5 µM; 240,000 compounds, 0.4% hits; AID 1656;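 active means lipid droplet intensity inhibited by at least 50%, with more than 500 cells counted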
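Assay system: AML12 mouse liver cells | Compound dosing: One dose, 6.5 µM compound | Read-out basis: Droplet intensity reduction, % inhibition | Measured by: Fluorescence imaging, 20x objective, two fields per well | Schedule: Overnight treatment with compound plus oleate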
WT yeast gro inh: growth inhibition of WT yeast, mitochondrial fusion screen; mitochondrial fusion phenotypic screen, WT strain; inhibition, % at 10 µM; 190,000 compounds, 2.1% hits; in the data active means inhibition above about 58%; tested in S. cerevisiae
M1AAP inhibition: malaria alanyl aminopeptidase activity blockers – biochemical, fluorogenic H-Leu-NHMec substrate, 1536-well (AID 1445). 220,000 compounds, 0.42% hits. recombinant M1AAP, H-Leu-NHMec fluorogenic kinetic assay; higher % means a stronger effect. inhibition, % at 30 µM, or IC50 in µM where a hit was titrated;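 active means primary inhibition above the hit cutoff, then over 50% inhibition at one or more dose response concentrations, cut at about 23% in these data, passing the limit was not always enough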;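 further: plate controls were DMSO full reaction for no effect and no enzyme background for full effect; strong numbers were not always called active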
WT yeast gro inh mutant strain: further read-out of WT yeast gro inh, marked with its call; inhibition, %; mitochondrial fusion phenotypic screen, mutant strain inhibition
Hep lipid drop cells 6.5 µM: further read-out of Hep lipid drop, marked with its call; cell count; measured here: cell count, cytotoxicity flag;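 cells counted across two imaged fields per well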
The depositor's hits bear a star; x = no result given. These rows are one share of the data (hit frequency here may not be typical).

SMILES	Hep lipid drop	Hep lipid drop cells 6.5 µM	WT yeast gro inh	M1AAP inhibition	others
Cc1ccc2nc(NC3=NCN(Cc4ccco4)CN3)nc(C)c2c1	x	x	2	x	WT yeast gro inh mutant strain=7
Cn1c(C(=O)N2CCN(c3ccccc3F)CC2)cc2c(=O)n(C)c3ccccc3c21	x	x	2	x	WT yeast gro inh mutant strain=-12
Cc1nc2ccccn2c1/C(O)=C1\C(=O)C(=O)N(CCCN(C)C)C1c1ccc(Cl)cc1 (stereo unspecified)	x	x	26	x	WT yeast gro inh mutant strain=16
Cc1ccc(N2C(=O)c3oc4ccccc4c(=O)c3C2c2cccnc2)nc1 (stereo unspecified)	x	x	14	x	WT yeast gro inh mutant strain=-8
COc1ccc(C)cc1NC(=O)C1CCCN(S(=O)(=O)c2c(C)noc2/C=C/N(C)C)C1 (stereo unspecified)	x	x	16	x	WT yeast gro inh mutant strain=4
CC1CCCCN1Cc1nc2c(c(=O)n(C)c(=O)n2C)n1Cc1cccc2ccccc12 (stereo unspecified)	x	x	14	x	WT yeast gro inh mutant strain=8
Cc1cccc(N2CCN(C(=O)C3CCCN(S(=O)(=O)c4cccc5cccnc45)C3)CC2)c1C (stereo unspecified)	x	x	15	x	WT yeast gro inh mutant strain=1
CCC(=O)N1CCc2cc(Br)cc(S(=O)(=O)N3CCN(c4ccccn4)CC3)c21	x	x	8	x	WT yeast gro inh mutant strain=-8
CCOC(=O)c1c(NC(=O)c2cc(C3CC3)on2)sc2c1CCCC2	x	x	23	x	WT yeast gro inh mutant strain=10
C/C=C\C(=O)Nc1cccc(C2=NOC3(C2)C[C@@H](C(N)=O)N(C(=O)c2ccc(OC)cc2)C3)c1 (stereo partly specified)	x	x	x	-5%
CCOc1cc(C2/C(=C(/O)c3ccc(OC)cc3)C(=O)C(=O)N2CC2CCCO2)ccc1O (stereo unspecified)	x	x	x	13%
CCc1cc(C(=O)NC2CCCc3c2cnn3-c2cccc(C)c2C)n(C)n1 (stereo unspecified)	-53	645	x	x
O=C1CSC(=S)N1/N=C/c1cc(Br)ccc1O	36	779	x	x
Cc1cccc(N2CCN(C(=O)c3ccc4c(c3)NC(=O)C(CSCc3ccc(F)cc3)N4)CC2C)c1 (stereo unspecified)	3	775	x	x
Cc1ccc(C(=O)N/C(=C/c2ccco2)C(=O)Nc2cccc(C(=O)O)c2)cc1	-3	779	x	x

Continued; it opens with the 4 that closed the last part.
SMILES	Hep lipid drop	Hep lipid drop cells 6.5 µM	WT yeast gro inh	M1AAP inhibition	others
CCc1cc(C(=O)NC2CCCc3c2cnn3-c2cccc(C)c2C)n(C)n1 (stereo unspecified)	-53	645	x	x
O=C1CSC(=S)N1/N=C/c1cc(Br)ccc1O	36	779	x	x
Cc1cccc(N2CCN(C(=O)c3ccc4c(c3)NC(=O)C(CSCc3ccc(F)cc3)N4)CC2C)c1 (stereo unspecified)	3	775	x	x
Cc1ccc(C(=O)N/C(=C/c2ccco2)C(=O)Nc2cccc(C(=O)O)c2)cc1	-3	779	x	x
OC(CN1CCNCC1)Cn1ccc2ccccc21 (stereo unspecified)	2	819	x	x
CC(=O)c1ccc(NC(=O)C(C)Sc2nnc(C3CCCCC3)o2)cc1 (stereo unspecified)	9	724	x	x
CC(=O)Nc1ccc(S(=O)(=O)N2C(=O)c3cccc4cccc2c34)cc1	-3	616	x	x
O=C1Nc2ccc(Br)cc2/C1=C/c1ccc(C(=O)O)cc1	-6	787	x	x
CC(=O)OCCCN1C(=O)c2cccc3cc(Br)cc(c23)C1=O	-3	809	x	x
O=[N+]([O-])c1cc(C=Nc2cccc3c(O)cccc23)ccc1Cl	-11	802	x	x
COc1ccc(CNc2cc(C)cc(C)c2)cc1OC	2	856	x	x
COc1ccc(CCN(C)C(=O)c2ccc(S(=O)(=O)Nc3ccccc3C)cc2)cc1OC	-5	674	x	x
COc1cc(C(=O)Nc2ccc3ccccc3c2)cc(OC)c1OC	-115	446	x	x
CC(C)(C)C#CC(CCc1ccccc1)OS(N)(=O)=O (stereo unspecified)	2	802	x	x
CC1(C)S[C@@H]2[C@H](NC(=O)COc3ccccc3)C(=O)N2C1C(=O)OCc1cc2ccccc2n1S(=O)(=O)c1ccccc1 (stereo partly specified)	-166	372	x	x
CCOC(OCC)c1cn(Cc2ccc3c(c2)C(=O)c2ccccc2C3=O)nn1	4	820	x	x
Nc1ccc2nc(-c3ccc(-c4nc5ccc(N)cc5[nH]4)cc3)[nH]c2c1	2	846	x	x
Oc1ccc2ccccc2c1CNc1ccc(Br)cc1	-1	409	x	x
Oc1oc(-c2cccc3ccccc23)nc1C=NCc1ccccc1	x	x	-10	-1%	WT yeast gro inh mutant strain=-12
CC(=O)Oc1ccc2oc(-c3ccccc3)c(C(N)=O)c2c1	-3	653	x	1%
COc1cccc(-c2c3c([nH]c(=O)c2C#N)CCc2cc(OC)ccc2-3)c1	-6	644	x	0%
Cn1c(=O)c2c(O)c(C=Nc3ccc(F)cc3)c(=O)n(C)c2n(C)c1=O	-5	704	x	7%
S=c1nc(-c2ccccc2)n(Cc2cccnc2)c2c1CCCC2	2	740	x	5%
COc1ccc([C@H]2C=C3CN(C(=O)OC(C)(C)C)S(=O)(=O)[C@H]3C[C@H]2OC(=O)c2cccs2)cc1	-34	668	x	-9%
O=C(Nc1nnc(CC2=CCCCC2)s1)Nc1ccccc1F	6	699	x	2%
N#CC(C#N)=Cc1ccccc1OCc1ccccc1	6	649	x	9%
CC(=O)Nc1ccc(/C=C/C(=O)c2ccccc2)cc1	7	754	x	10%
CC1OC(OC2C(OC3C(O[C@H]4CC[C@]5(C)C6C=C[C@]78OC[C@@]9(CC[C@@H](C)[C@H](C)C97)[C@H](O)C[C@@]8(C)[C@]6(C)CC[C@H]5C4(C)C)OC(C)C(O)C3O)OC(CO)C(O)C2O)C(O)C(O)C1O (stereo partly specified)	18	651	x	4%
Cn1c(=O)c2c(ncn2CC(=O)N/N=C/c2c[nH]c3ccccc23)n(C)c1=O	3	741	x	-2%
CNc1nc(SC)n(C)c(=O)c1N=O	12	705	x	4%
COCC(C)OC(=O)c1c(N)n(-c2ccc(OC)c(OC)c2)c2nc3ccccc3nc12 (stereo unspecified)	-1	687	x	4%
COc1cc(/C=C2\SC(=Nc3ccc(O)cc3)NC2=O)cc(OC)c1OC	6	702	x	5%
COC(=O)c1ccc(C23CC4(C2)[C@H](CN(Cc2ccc(-c5ccccc5)cc2)[C@@H]4c2ccccc2)C3c2ccc(Cl)nc2)cc1 (stereo partly specified)	7	680	x	1%
O=C(/C=C/c1cccc(Br)c1)Nc1nn[nH]n1	5	706	x	4%

Quoted at random: seven compounds from above
SMILES	Hep lipid drop	Hep lipid drop cells 6.5 µM	WT yeast gro inh	M1AAP inhibition	others
Cn1c(=O)c2c(ncn2CC(=O)N/N=C/c2c[nH]c3ccccc23)n(C)c1=O	3	741	x	-2%
CNc1nc(SC)n(C)c(=O)c1N=O	12	705	x	4%
N#CC(C#N)=Cc1ccccc1OCc1ccccc1	6	649	x	9%
COc1ccc([C@H]2C=C3CN(C(=O)OC(C)(C)C)S(=O)(=O)[C@H]3C[C@H]2OC(=O)c2cccs2)cc1	-34	668	x	-9%
O=C(Nc1nnc(CC2=CCCCC2)s1)Nc1ccccc1F	6	699	x	2%
CC1OC(OC2C(OC3C(O[C@H]4CC[C@]5(C)C6C=C[C@]78OC[C@@]9(CC[C@@H](C)[C@H](C)C97)[C@H](O)C[C@@]8(C)[C@]6(C)CC[C@H]5C4(C)C)OC(C)C(O)C3O)OC(CO)C(O)C2O)C(O)C(O)C1O (stereo partly specified)	18	651	x	4%
Cn1c(=O)c2c(O)c(C=Nc3ccc(F)cc3)c(=O)n(C)c2n(C)c1=O	-5	704	x	7%

(next part)
SMILES	Hep lipid drop	Hep lipid drop cells 6.5 µM	WT yeast gro inh	M1AAP inhibition	others
COc1ccc(/C=N/NC(=O)c2ccncc2)cc1COc1ccc(NC(C)=O)cc1	5	744	x	4%
CN(Cc1ccccc1)C(=O)CSc1nc2cc(C(=O)N3CCC(C(N)=O)CC3)ccc2c(=O)n1-c1ccccc1	-1	652	x	7%
CCOc1cc(NC(=O)c2cccs2)c(OCC)cc1NC(=O)CCC(=O)NCc1ccccn1	8	716	x	4%
O=C(c1cccnc1)N1CCN(c2ccccc2Cl)CC1	2	626	x	-11%
CCOC(=O)N1CCc2c(sc3[nH]c(=S)[nH]c(=S)c23)C1	-2	762	x	7%
CN(C(=O)Cn1nnc(-c2cccnc2)n1)C1CCCCC1	42	697	x	-2%
CC1OC(O[C@H]2CC[C@]3(C)C4C=C[C@]56OC[C@@]7(CC[C@@H](C)[C@H](C)C75)[C@H](O)C[C@@]6(C)[C@]4(C)CC[C@H]3C2(C)C)C(OC2OC(CO)C(O)C(O)C2OC2OCC(O)C(O)C2O)C(O)C1O (stereo partly specified)	-2	620	x	-6%
CC(=O)COc1nc2c(c(-c3ccco3)c1C#N)CCc1ccccc1-2	-1	755	x	7%
CCOC(=O)N1CCc2c(sc(N)c2C#N)C1	-5	739	x	2%
O=C(Nc1ccccc1-c1ccccc1)C(=O)Nc1ccccc1-c1ccccc1	18	430	x	-1%
COC(=O)c1cccc(C23CC4(C2)[C@H](CN(Cc2cccnc2)[C@@H]4c2ccccc2)C3c2ccc(C(F)(F)F)cc2)c1 (stereo partly specified)	-2	705	x	12%
CCCCCc1nc2c(c3c1CCCC3)CCCC2	0	779	x	0%
COc1cccc(C2=CC(c3ccc(OC)c(OC)c3)NC(=S)N2)c1 (stereo unspecified)	-11	657	x	3%
CCOC(=O)C1CCCN(CC(=O)c2c[nH]c3ccc(C)cc23)C1 (stereo unspecified)	-25	754	x	5%
CC1(C)Cc2c(c(N3CCCC3)nc3sc4c(N5CCNCC5)ncnc4c23)CO1	2	647	x	9%
Oc1ccc(N=Nc2ccc3c(c2)OCO3)c2ccccc12	0	645	x	-3%
CC(=O)Nc1c(O)nc(C)[nH]c1=O	7	618	x	2%
Cc1ccc2[nH]c3c(c2c1)CN(C(=O)CN1CCN(C(=O)c2ccco2)CC1)CC3	-24	716	x	0%
CC(C)Cn1c(SCC(=O)N2CCCc3ccccc32)nc2ccccc2c1=O	-20	720	x	1%
COc1cc(/C=N/N=C/c2c[nH]c(=O)c(C#N)c2Nc2ccccc2)ccc1O	4	638	x	5%
O=c1cc(-c2ccc(Cl)cc2)[nH]c2ccccc12	-9	684	x	-2%
C/C(=C/CCC(C)C1CCC2(C)C3CCC4C(C)(C)C(=O)CCC4(C)C3=CCC12C)C(=O)O (stereo unspecified)	12	696	x	-3%
O=C1OCC2OC(O)C(O)C(O)C2OC(=O)c2cc(O)c(O)c(O)c2-c2c(O)c(O)c3oc(=O)c4c(c(O)c(O)c5oc(=O)c2c3c54)-c2c1cc(O)c(O)c2O (stereo unspecified)	3	712	x	17%
CCCCCCN(C(=O)CCCCCN1C(=O)NC(c2ccc(-c3ccccc3)cc2)C(C(=O)OCc2ccccc2)=C1C)C(C(=O)NCCCC)c1ccccc1 (stereo unspecified)	-16	654	x	-5%
Cc1nc2ccccc2c(=O)n1/N=C/c1ccc([N+](=O)[O-])o1	-12	655	x	6%
CC(C)Nc1ccc(Cl)cc1[N+](=O)[O-]	5	660	x	1%
Cc1c(C(C)(C(=O)O)c2c(C)n(C)c3ccccc23)c2ccccc2n1C	-2	719	x	-5%
